MBNL1 CUG block: inhibitors of human MBNL1 binding to CUG repeat RNA. Q9NR56. TR-FRET MBNL1-His/biotin-(CUG)12 binding, 665/545 ratio. Potency, µM (doses to about 57.5 µM), for inactives: top-dose activity change, negative = inhibition, hits mostly inhibitors. hit rate 0.036% among 280,000. AID 2675; active = well fitted inhibition curve with a large enough effect in the signal ratio, with a control signal flat, not every such curve was filed as active; inconclusive = small, poorly fitted or top-dose-only effect, or effect the other way, or a change in a side signal; inactive = no such curve, though single readings can be large or run the other way; the % refers to the signal ratio; note: % is set by controls: 0 for no effect and ±100 for the full control effect
Target sequence (Q9NR56 whole entry, looked up): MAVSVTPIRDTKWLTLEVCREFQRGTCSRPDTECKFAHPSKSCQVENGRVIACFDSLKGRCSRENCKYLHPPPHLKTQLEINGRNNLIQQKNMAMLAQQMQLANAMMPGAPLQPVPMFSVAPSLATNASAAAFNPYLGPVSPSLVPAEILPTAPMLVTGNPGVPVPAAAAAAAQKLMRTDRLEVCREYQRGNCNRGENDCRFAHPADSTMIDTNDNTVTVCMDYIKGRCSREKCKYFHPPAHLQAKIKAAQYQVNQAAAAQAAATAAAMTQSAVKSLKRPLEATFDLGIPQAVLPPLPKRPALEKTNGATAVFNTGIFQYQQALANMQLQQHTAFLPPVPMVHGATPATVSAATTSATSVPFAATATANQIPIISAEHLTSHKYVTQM
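Ratiometric TR-FRET (665 over 545 nm, excitation 340 nm) tracks disruption of MBNL1-His/biotin-(CUG)12 complex after 60 min at room temperature, with compounds at 92 nM to 58 uM final.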
FLuc counter: counter-screen for miR-21 project: firefly luciferase inhibitors or activators; P08659; purified FLuc, Km substrates, luminescence inhibition; Potency, µM (series often up to 57.5 µM), inactives show at the highest dose activity change, negative = inhibition, hits mostly inhibitors; hit rate 6.9% among 360,000;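 note: plate controls were vehicle for no effect and reference inhibitor for full effect; nearly all actives have a fitted effect of over 55% in size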
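Purified P. pyralis luciferase (10nM final) with 10uM D-luciferin and 10uM ATP (Km levels) in 50mM Tris acetate pH 7.5, 10mM Mg acetate, 0.01% Tween-20, 0.05% BSA; qHTS 6-point titration, ~60 µM downward; luminescence read.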
RORg inh: blocks mouse ROR gamma transcriptional activity; P51450; Drosophila S2 Gal4-RORgamma UAS-luciferase reporter, 20 h; Potency, µM (highest dose often 53.6 µM), inactives show at the top dose activity change, negative = inhibition, hits mostly inhibitors; hit rate 5.4% among 310,000; note: % is set by controls: 0 for no effect and ±100 for the full control effect; nearly all actives have a fitted effect of over 60% in size
Target sequence (P51450 whole entry, looked up, the tested form may be a part): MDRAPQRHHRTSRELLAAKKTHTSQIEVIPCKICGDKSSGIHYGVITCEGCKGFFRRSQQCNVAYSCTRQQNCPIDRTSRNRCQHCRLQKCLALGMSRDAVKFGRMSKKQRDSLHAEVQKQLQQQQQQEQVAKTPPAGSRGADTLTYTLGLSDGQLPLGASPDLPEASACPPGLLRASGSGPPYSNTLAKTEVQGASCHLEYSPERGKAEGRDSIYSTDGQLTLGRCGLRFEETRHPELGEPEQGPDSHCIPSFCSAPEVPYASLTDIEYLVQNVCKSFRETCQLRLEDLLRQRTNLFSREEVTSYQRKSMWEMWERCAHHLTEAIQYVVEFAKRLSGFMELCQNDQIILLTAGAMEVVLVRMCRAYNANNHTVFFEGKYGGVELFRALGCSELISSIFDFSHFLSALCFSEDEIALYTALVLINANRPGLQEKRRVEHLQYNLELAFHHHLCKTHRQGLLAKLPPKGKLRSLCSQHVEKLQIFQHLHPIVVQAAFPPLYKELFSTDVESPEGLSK
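A Gal4/UAS one-hybrid system in insect cells: metallothionein-promoter Gal4–ROR gamma fusion plus Photinus luciferase reporter. Copper sulfate 700 uM final, 20 hr ambient incubation, luminescent detection after 10 min with reagent.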
NPC1 prom act: NPC1 promoter activation | hit rate 2.4% among 320,000 | Potency, µM (highest dose often 9.22 µM), without a hit: at the highest dose activation, usual class: activators | Huh7 NPC1 promoter luciferase reporter, 24 h;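 note: % of control where 0% means no effect; nearly all actives have a fitted effect of over 60% in size; reporter is driven by a mutant NPC1 promoter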
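Cells: Huh7 expressing luciferase under the NPC1 promoter, 1500/well. Seeded 2 h, compound added, incubated 24 h at 37 °C. Luciferase reagent, 10 min ambient, then luminescence.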
VP16 counter: counter-screen for ROR gamma inhibitors: Gal4-VP16 reporter; hit rate 3.5% among 310,000; Potency, µM (titrated, usually from 53.6 µM), inactives show top-dose activity, negative = inhibition, most hits filed as inhibitors; Drosophila S2 Gal4-VP16 UAS-luciferase, luminescence, 20 h;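 note: Gal4-VP16 expression switched on by copper sulfate through the metallothionein promoter; % is set by controls: 0 for no effect and ±100 for the full control effect; nearly all actives have a fitted effect of over 50% in size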
Rab9 prom act: Rab9 promoter activation. Huh7 Rab9 promoter-luciferase reporter, luminescence, 24 h. Potency, µM (highest dose often 9.22 µM), for inactives: top-dose activation, negative = inhibition, most hits filed as activators. hit rate 2.8% among 320,000; note: % of control where 0% means no effect; nearly all actives have a fitted effect of over 60% in size
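Luminescence from Amplite-detected luciferase (10 minutes, ambient) reports Rab9 promoter activation. Before that, stable Rab9-luciferase Huh7 cells (1500/well, reduced-serum OP-MEM I plus 10% FBS) were exposed to compound for 24 hours at 37C.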
BRCA1 expr act: increases BRCA1 expression; MCF7-BRCA1-FFLuc reporter, luminescence, 48 h; response scale: scaled: vehicle 0%, 10 µM genistein 100%; Potency, µM (series often up to 46.1 µM), without a hit: at the highest dose activation, most hits filed as activators; hit rate 1.1% among 380,000; AID 624202; note: nearly all actives have a fitted effect of over 80% in size; some results filed as inactive show a strong effect at the top dose
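Quantitative HTS in MCF7 cells stably reporting BRCA1 expression via firefly luciferase. Compound treatment lasts 48 h at 37 °C in phenol-red free MEM. Activation is expressed relative to genistein at 10 microM and DMSO.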
uPA surface inh: inhibitors of cell surface uPA generation; AID 540303; hit rate 0.31% among 330,000; Potency, µM (doses to about 38.3 µM), for inactives: at the top dose activity change, negative = inhibition, actives largely listed as inhibitors; cell surface uPA generation assay, qHTS; active = well fitted inhibition curve with a large enough effect; inconclusive = small, poorly fitted or top-dose-only effect; inactive = no such curve, though single readings can be large or run the other way; tested in mouse RAW 264.7 cells; note: % is set by controls: 0 for no effect and ±100 for the full control effect; nearly all actives have a fitted effect of over 55% in size
ELG1 genotoxic: genotoxicity induction in ELG1-luciferase HEK293T cells. HEK293T ELG1-luciferase reporter, luminescence, 16 h. Potency, µM (series often up to 46 µM), inactives show top-dose activity change, positive = activation, hits mostly activators. hit rate 1.3% among 330,000. AID 504466; note: % of control where 0% means no effect; nearly all actives have a fitted effect of over 60% in size
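Reporter readout depends on ELG1 protein level, which increases with genetic stress. After 16 hr compound exposure at 37 °C, luciferase activity was quantified using ONE-Glo.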
p53 reactivator: restores transcriptional activity of mutant p53 | hit rate 0.063% among 320,000 | Potency, µM (top dose mostly 92.2 µM), inactives show at the top dose activity change, positive = activation, usual class: activators | H1299 p53-A138V BP100-luciferase reporter, luminescence, 24 h | AID 504706; note: % of control where 0% means no effect; nearly all actives have a fitted effect of over 45% in size
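p53-null H1299 cells stably carrying temperature-sensitive p53-A138V and a BP100-luciferase reporter were pinned with compounds (4-point, 1:5 series) and held 24 hrs at 37 deg C. Luminescence was read 10 min after detection reagent.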
* marks the source's active call; other numbers are inactive results; ? = inconclusive; / = not tested or not shown; [ ] = another dose, or the depositor's remark. Unless noted, calls come from the whole dose curve; as a rule, active = well fitted curve in the direction sought with a large enough effect; inconclusive = small, poorly fitted or top-dose-only effect, or another doubt; inactive = no such curve, though single readings can be large; an effect the other way counts as inactive or inconclusive. Potency is the fitted concentration of half-maximal effect.

Results follow in this order: Rab9 prom act | p53 reactivator | VP16 counter | RORg inh | FLuc counter | uPA surface inh | BRCA1 expr act | MBNL1 CUG block | ELG1 genotoxic | NPC1 prom act
> COc1cc(C(=O)Nc2ccn(C)n2)ccc1OC(F)F
  -1% | 22% | / | / | / | ? | 24% | / | 14% | 12%
> CCOC(=O)C(C)Sc1nnc(Cc2cc(=O)[nH]c(=O)[nH]2)n1-c1ccc(Cl)cc1 (stereo not given)
  2% | -2% | 5% | ? | 3% | 7% | -2% | 0% | 6% | -2%
> O=C(N/N=C/c1ccccc1)c1n[nH]c2c1CCCC2
  0.35µM* | -1% | -28% | ? | 3µM* | -15% | ? | 3% | ? | 0.56µM*
> COc1cc(/C=N/NC(=O)c2cc(-c3ccco3)nc3ccccc23)cc(OC)c1O
  -2% | -3% | -7% | 5% | 12µM* | 7% | -11% | 8% | -5% | -6%
> C=CCNC(=S)Nc1cc(Cl)ccc1OC
  -2% | 5% | ? | 13µM* | -1% | 2% | -29% | ? | -1% | 4%
> COc1ccc(CCC(=O)OCC(=O)NCc2ccc(OC)c(OC)c2)cc1OC
  / | 10% | / | / | / | -2% | -2% | / | 0% | /
> COc1ccc(N2CCOCC2)c(NC(=O)COc2cccc(C)c2C)c1
  0% | -4% | 9% | -27% | 1% | 10% | -26% | -2% | ? | 0%
> COc1cc(/C=C/C(=O)OCC(=O)N2CCN(C(=O)c3ccco3)CC2)ccc1O
  -6% | -10% | 4% | -13% | -2% | 1% | -11% | ? | -1% | -1%
> COc1ccc(CCNC(=O)c2cc(-c3ccccc3OC)on2)cc1OC
  -4% | -10% | -1% | 7% | ? | -5% | 2% | -1% | -16% | -2%
> COC(=O)c1ccccc1NC(=O)N1CCc2ccc(NC(=O)c3ccccn3)cc2C1
  3% | 1% | 3% | -7% | 1% | 1% | -35% | 1% | -4% | -1%
> CCOc1ccc(NC(=O)CSc2nnc(CCNC(=O)c3ccc(OC)cc3)n2C)cc1
  7% | ? | 15% | -17% | ? | / | 2% | -11% | ? | 3%
> CC(C)Cc1nnc(NC(=O)c2ccncc2)s1
  -1% | ? | -6% | -7% | -17% | 5% | 3% | 10% | 1% | 1%
> CCOc1ccc(C(=O)NCC(=O)NC(C)CCc2ccccc2)cc1OCC (stereo not given)
  -13% | -6% | 6% | -7% | 0% | -4% | -2% | -2% | 1% | -7%
> CS(=O)(=O)c1ccc2nc(N)sc2c1
  4% | 14% | 6% | 5% | -5% | -4% | -14% | -5% | 6% | -4%
> CC1CCCCN1CCn1c(=S)[nH]c2ncccc2c1=O (stereo not given)
  -5% | 0% | 2% | -24% | -2% | 0% | -3% | 4% | 1% | 1%
> Cc1ccccc1NC(=O)c1cc(S(=O)(=O)c2ccccc2)ccc1Cl
  2% | -3% | 1% | 11% | 2% | 2% | -15% | -5% | -6% | 1%
> O=C(O)C1CCN1C1CCCCC1 (stereo not given)
  9% | 5% | -6% | 4% | 1% | 3% | 12% | 10% | 1% | 0%
> Cc1ccc(C(=O)NCC(=O)O)s1
  -8% | 2% | -4% | 1% | -2% | -8% | 20% | -10% | -1% | -1%
> CCN(CC)c1nc2c(c(=O)[nH]c(=O)n2C)n1CCCc1ccccc1
  0% | -32%[inhibitor] | 1% | ? | 8% | -3% | 3% | -4% | -5% | 1%
> CCn1c2ccccc2c2cc(/C=N/n3cnnc3)ccc21
  -2% | 19% | ? | -2% | -20% | -3% | -54% | 20% | / | -1%
> Cc1ccccc1NS(=O)(=O)c1nnc(NC(=O)c2ccc(Br)cc2)s1
  -5% | 10% | -5% | 19% | -16% | -8% | 4% | -3% | -1% | -4%
> CCCCN1C(=O)c2ccc(C(=O)Nc3c(N)n(CCCC)c(=O)n(C)c3=O)cc2C1=O
  0% | 7% | -2% | -17%[10 µM] | 0% | 2% | -5% | ? | -9% | 3%
> O=C(Oc1cccc(OC(=O)c2ccco2)c1)c1ccco1
  -3% | / | -6% | 20% | 2% | 0% | -8% | 2% | -3% | 1%
> O=C(Nc1ccc2c(c1)CCC2)Nc1ccccc1F
  0.63µM* | ? | ? | ? | 0.67µM* | ? | ? | -1% | 0.41µM* | 0.45µM*
> COc1ccc(CC(=O)N2CCC(CCC(=O)Nc3ccccc3)CC2)cc1
  2% | -8% | 6% | 14% | -2% | -51% | -6% | -4% | 0% | -4%
> CCOc1cc(/C=N/NC(=O)OC)ccc1OCCSc1ccc(Cl)cc1
  -1% | -5% | -3% | ? | 3% | 0% | -8% | -10% | -8% | -2%
> O=C(COC(=O)c1ccc2ncsc2c1)Nc1ccc(OC(F)(F)F)cc1
  / | 9% | / | / | / | -2% | 0% | / | 11% | /
> COC(=O)c1c(NC(=O)CN2CCC3(O)CCCCC3C2c2ccc(F)cc2)sc(C)c1C (stereo not given)
  -5% | -6% | -8% | 43% | -1% | 3% | -35% | -6% | -2% | 1%
> COc1cccc(N(C(=O)c2ccco2)C(C(=O)NC2CCCC2)c2ccc(N3CCOCC3)cc2)c1 (stereo not given)
  -14% | -11% | 5% | 14% | 2% | 3% | -1% | -5% | 0% | 4%
> O=C(NCCO)Nc1ccc2nc(-c3ccco3)c(-c3ccco3)nc2c1
  -11% | -11% | ? | 4% | 24µM* | / | / | ? | 0% | -5%
> CC(CN1CCN(c2ccccc2)CC1)c1ccccc1 (stereo not given)
  11% | 11% | ? | 0% | -3% | / | 4% | -11% | -4% | 4%
> Cc1ccc(OCC(=O)Nc2ccccc2Sc2ccc(Cl)cc2)c([N+](=O)[O-])n1
  1% | -13% | ? | ? | 3% | -6% | -17% | 2% | -1% | 1%
> COC(=O)COc1cccc(NS(=O)(=O)c2cccc([N+](=O)[O-])c2)c1
  -1% | 2% | -3% | 4% | -7% | -1% | 0% | ? | -4% | -1%
> O=C1C2=C(C(c3ccccc3)=NCCN2)C(c2cccc([N+](=O)[O-])c2)N1c1ccccc1 (stereo not given)
  12% | 15% | -3% | 4% | -2% | 2% | -18% | ? | -3% | -9%
> NS(=O)(=O)c1ccc(CCNC(=O)c2ccc(Cl)c(S(=O)(=O)N3CCCCC3)c2)cc1
  / | 1% | / | / | / | -11% | -52% | / | -8% | /
> O=C1Nc2ccc(Cl)cc2C(=O)C1(F)c1ccccc1 (stereo not given)
  -7% | -5% | 4% | -6% | -2% | -4% | -13% | / | -1% | 6%
> C/C(=N\NC(=S)Nc1cc(S(=O)(=O)N2CCOCC2)ccc1Cl)c1ccc(N2CCOCC2)cc1
  0% | 0% | 11µM* | 2.8µM* | -14% | -23% | 1% | 10% | -7% | 3%
> O=C(NCCCn1ccnc1)C(=O)NCC1OCCCN1S(=O)(=O)c1ccccc1 (stereo not given)
  1% | -3% | -17% | -3% | 0% | -3% | 24% | -1% | 2% | -2%
> COc1ccc(S(=O)(=O)N2CCN(CC(=O)Nc3cccc(OC)c3)CC2)cc1
  -6% | 2% | -9% | 21% | -1% | 14% | -3% | -5% | 0% | 1%
> CCc1c(C)sc(NC(=O)CN2CCN(C(=O)c3ccco3)CC2)c1C(=O)OC
  -8% | -40%[inhibitor] | -14% | -10% | -1% | 2% | -18% | 2% | -23% | -1%
> COc1cnn(-c2ccccc2)c(=O)c1N(C)C
  2% | 5% | -5% | 13% | 2% | / | 1% | 9% | 7% | 0%
> CCOc1ccc(/C=C2/Sc3ccc(C(=O)N4CCOCC4)cc3N(C)C2=O)cc1OC
  -1% | -10% | -16% | 0% | -15% | -7% | -21% | ? | -10% | -6%
> COc1ccc(-n2c(C)cc(C(=O)CN3C(=O)NC4(CCc5ccccc54)C3=O)c2C)cc1 (stereo not given)
  -4% | 0% | -5% | 14%[10 µM] | -11% | -25% | -71% | / | -4% | -10%
> CCOc1ccc(NC(=O)CN(C)C(=O)c2ccc(NC3CC3)c([N+](=O)[O-])c2)cc1OCC
  -1% | 5% | / | / | -2% | 4% | -4% | / | 17% | -2%
> COCCN1CCn2c(nc3cc(NC(=O)Cn4nc(C)c5ccccc5c4=O)ccc32)C1
  0% | 1% | -1% | 3% | -1% | -2% | -1% | 11% | 0% | 0%
> CC1CCN(S(=O)(=O)c2ccc(C(=O)Nc3nnc(-c4ccco4)o3)cc2)CC1
  -16% | -12% | 0.5µM* | 0.35µM* | 6% | -5% | -84% | -8% | -25% | -17%
> Cc1ccc(C(=O)Nc2ccc(O)c(C(=O)O)c2)o1
  -6% | 3% | -11% | 16% | ? | -2% | -3% | 6% | -4% | -3%
> O=C(Nc1cccc([N+](=O)[O-])c1)C1COc2ccccc2O1 (stereo not given)
  1% | / | ? | 22% | -6% | -11% | -24% | ? | 0% | -1%
> CC(=O)C[C@@H](O)CC(=O)[C@H]1OC(=O)CCCCCc2ccccc21
  / | 1% | / | / | / | -4% | 0% | / | 4% | /
> CCS(=O)(=O)c1ccc(NC(=O)c2ccccc2Cl)c(O)c1
  10% | -4% | -17% | 33% | 1% | 7% | -15% | -20% | 1% | 7%
> CN(C)c1nc(NS(=O)(=O)c2ccc(Cl)cc2)nc(N(C)C)n1
  -1% | 3% | -3% | 5% | -2% | / | 1% | -11% | -1% | -3%
> COc1ccc2[nH]c3c(=O)n(/N=C/c4ccc(OC)c(CN5CCCC5)c4)c(C)nc3c2c1
  2% | -2% | 3% | 18% | 1% | -5% | 16% | / | 2% | 0%

Bioassay records (PubChem)
